# High-throughput results (PubChem BioAssay)
# HEK293 NOD2/NF-kB: inhibition of NOD2-driven NF-kB reporter – cell-based, luminescence, uHTS, HEK293 (AID 1566); HEK293 NOD2/NF-kB luciferase reporter, luminescence; higher % means a stronger effect; inhibition, % at 4 µM; hits with a dose series show EC50 in µM; 290,000 compounds, 0.63% hits; note: many of its hits are not listed in these tables
# AID2073: inhibitors of Mint1-CaV2.2 protein interaction, biochemical, HTRF (AID 2073); 290,000 compounds, 0.19% hits; HTRF protein-protein interaction, Mint1-CaV2.2; higher % means a stronger effect; one-dose inhibition, % at 20 µM; IC50 in µM for titrated hits; in the data active = inhibition mostly above about 51%, no sharp cut-off; note: some results filed as inactive read as strong as hits
# HIV fusion peptide: inhibitors of HIV fusion peptide binding, primary screen, biochemical, uHTS, fluorescence dequenching (AID 1986); cell-free peptide binding, fluorescence dequenching, 30 min; higher % means a stronger effect; one-dose inhibition, % at 20 µM; IC50 in µM for titrated hits; 290,000 compounds, 0.3% hits; in the data active = inhibition mostly above about 52%, no sharp cut-off; inactive = mostly below about 76%; note: some results filed as inactive read as strong as hits
# KOR beta-arrestin-1: KOR antagonists, beta-arrestin recruitment, cell-based, luminescence, uHTS (AID 1778) | KOR beta-arrestin recruitment, luminescence, antagonist mode; higher % means a stronger effect | 290,000 compounds, 0.091% hits | one-dose inhibition, % at 10 µM; IC50 in µM for titrated hits; note: strong numbers were not always called active
# NS5 inhibitors: flavivirus cap methylation enzyme inhibition – biochemical, confirmation dose response, primary screen (AID 588689) | Dengue-2 NS5 methyltransferase capping enzyme assay, biochemical; higher % means a stronger effect | inhibition, % at 25 µM, or IC50 in µM where a hit was titrated | 340,000 compounds, 0.3% hits; in the data active = a potency from the dose series
# West Nile virus CPE: inhibition of WNV-induced cytopathic effect – cell-based, CPE readout (AID 1621). West Nile virus-infected cells, CPE inhibition; higher % means a stronger effect. one-dose CPE inhibition, % at 10 µM; IC50 in µM for titrated hits. 290,000 compounds, 0.02% hits; in the data active = a potency from the dose series; note: strong numbers were not always called active
# NOD1 NF-kB reporter: inhibition of NOD1-driven NF-kB reporter – cell-based, luminescence, uHTS, primary screen (AID 1578); NOD1-driven NF-kB luciferase reporter cells, luminescence; higher % means a stronger effect; inhibition, % at 4 µM; hits with a dose series show EC50 in µM; 290,000 compounds, 1% hits; in the data active = inhibition mostly above about 36%, no sharp cut-off; inactive = mostly below about 34%;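 note: HEK-293T reporter cells stimulated with the NOD1 agonist gamma-tri-DAP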
# Yfh1-depleted yeast: enhancers of respiration in Yfh1-depleted yeast, dose response, Friedreich's ataxia, plus single-dose screen (AID 1465). fold induction at 50 µM; hits with a dose series show EC50 in µM. 220,000 compounds, 0.074% hits. S. cerevisiae Yfh1-off respiration, WST-1 reduction, 72 h; higher fold induction means a stronger effect;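 active = fold induction of absorbance versus untreated yeast above a set limit, then at least 30% activation at any dose in follow-up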;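 note: activators that raise dye reduction in frataxin-depleted yeast; strong numbers were not always called active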
# KOR beta-arrestin-2: kappa opioid receptor activators – cell-based, luminescence, uHTS, primary screen (AID 1777) | KOR beta-arrestin recruitment, luminescence; higher % means a stronger effect | one-dose activation, % at 10 µM; EC50 in µM for titrated hits | 280,000 compounds, 0.02% hits; in the data active = activation above about 50%, passing the limit was not always enough; note: a part of the inactive calls stands beside numbers as strong as those of hits
# NS5 inhibitors pilot replicate: also measured in NS5 inhibitors; calls as there; inhibition, %; measured here: pilot screen replicate inhibition
# Numbers without * were called inactive; i = inactive; / = no result given; [ ] = remark or other dose. Cut-off read from the data, not from the text of the source, unless noted: active = inhibition above about 50%; inactive = the rest. A portion of the library (hit frequency here may not be typical).
# The first 6 entries as a preview:
SMILES,HEK293 NOD2/NF-kB,AID2073,HIV fusion peptide,KOR beta-arrestin-1,NS5 inhibitors,West Nile virus CPE,NOD1 NF-kB reporter,Yfh1-depleted yeast,KOR beta-arrestin-2,others
COc1nnc(-c2ccc(C)c(S(=O)(=O)N(C)C)c2)c2ccccc12,-2.4%,0.2%,0.6%,-10.6%[20 µM],-0.4%,-0.6%,-20.8%,/,-0.3%,
Cc1cccc(Cn2nc(C)cc2NC(=O)Cn2cc([N+](=O)[O-])cn2)c1,1.5%,4.7%,0.2%,-5.6%,-1.5%,0.5%,-23.2%,i,-1.5%,
O=C(Nc1nc(-c2ccccc2)cs1)C1CCCO1 (configuration not stated),-22.8%,-7.2%,-1.8%,-13.0%,-2.0%,0.0%,-24.3%,i,-2.9%,
CCCC(=O)Nc1cc(C(=O)O)ccc1S(=O)(=O)c1ccc(Cl)cc1,-3.8%,0.5%,3.1%,23.9%,-11.7%,0.8%,-36.1%,i,6.3%,
CCC(C(=O)Nc1nc(C)c(C)s1)c1ccccc1 (configuration not stated),-2.2%,3.2%,1.7%,-23.2%[20 µM],-1.2%,-0.7%,-8.0%,/,0.5%,
COc1ccc(OCC(=O)OCC(=O)NCc2ccc(F)cc2)cc1,18.9%,4.6%,1.5%,1.7%,4.4%,-0.8%,-18.0%,i,-2.7%,

# The listing (from the top)
SMILES,HEK293 NOD2/NF-kB,AID2073,HIV fusion peptide,KOR beta-arrestin-1,NS5 inhibitors,West Nile virus CPE,NOD1 NF-kB reporter,Yfh1-depleted yeast,KOR beta-arrestin-2,others
COc1nnc(-c2ccc(C)c(S(=O)(=O)N(C)C)c2)c2ccccc12,-2.4%,0.2%,0.6%,-10.6%[20 µM],-0.4%,-0.6%,-20.8%,/,-0.3%,
Cc1cccc(Cn2nc(C)cc2NC(=O)Cn2cc([N+](=O)[O-])cn2)c1,1.5%,4.7%,0.2%,-5.6%,-1.5%,0.5%,-23.2%,i,-1.5%,
O=C(Nc1nc(-c2ccccc2)cs1)C1CCCO1 (configuration not stated),-22.8%,-7.2%,-1.8%,-13.0%,-2.0%,0.0%,-24.3%,i,-2.9%,
CCCC(=O)Nc1cc(C(=O)O)ccc1S(=O)(=O)c1ccc(Cl)cc1,-3.8%,0.5%,3.1%,23.9%,-11.7%,0.8%,-36.1%,i,6.3%,
CCC(C(=O)Nc1nc(C)c(C)s1)c1ccccc1 (configuration not stated),-2.2%,3.2%,1.7%,-23.2%[20 µM],-1.2%,-0.7%,-8.0%,/,0.5%,
COc1ccc(OCC(=O)OCC(=O)NCc2ccc(F)cc2)cc1,18.9%,4.6%,1.5%,1.7%,4.4%,-0.8%,-18.0%,i,-2.7%,
CCOc1ccc(NS(=O)(=O)c2cc(Cl)ccc2OC)cc1,/,11.5%,-0.1%,-119.9%,4.3%,-0.6%,/,i,20.8%,
COc1cc(N2CCCC2)c(OC)cc1/C=C1/NC(=S)NC1=O,22.8%,43.0%,121.0%*,/,-2.5%,-0.3%,-6.1%,i,-0.2%,
Cc1ccccc1NC(=O)c1cccc(C(F)(F)F)c1,7.7%,1.0%,1.0%,/,0.6%,0.2%,-29.4%,i,3.4%,
Cc1ccc(CCNC(=O)CCn2c(=O)c3cccn3c3ccc(F)cc32)cc1,22.8%,8.9%,-0.4%,-33.0%,-7.2%,0.0%,-3.0%,/,1.6%,
N#CC1=C(N)Oc2n[nH]c(-c3cccs3)c2C1c1ccccc1C(=O)O (configuration not stated),12.4%,12.0%,0.8%,2.3%,2.2%,0.0%,-14.8%,i,-7.7%,
O=S(=O)(c1ccc2c(c1)OCCCO2)N1CCNCC1,9.3%,10.0%,1.6%,-3.6%,-2.0%,0.3%,-0.7%,i,-1.8%,
O=C(Nc1ccccn1)C1COc2ccccc2O1 (configuration not stated),-7.5%,2.5%,-0.1%,2.4%,-6.9%,-0.4%,-27.7%,i,-5.4%,
Cc1cc2ncn(/N=C/c3ccc(-c4ccccc4)o3)c2cc1C,-15.2%,-4.7%,-0.6%,-56.7%,-8.9%,-0.5%,-26.8%,i,4.6%,
[O-]c1n[n+](-c2ccc(Cl)cc2)cc2ccccc12,-9.2%,-2.0%,1.9%,-13.5%,-13.6%,0.0%,-43.2%,i,-2.8%,
CCN(CC(=O)Nc1ccc(NC(C)=O)cc1)C(=O)Cc1ccc(Cl)c(Cl)c1,22.9%,4.6%,-0.9%,-21.4%,-11.6%,0.1%,-5.0%,/,-0.6%,
CCOC(=O)C1(Cc2ccc(Cl)cc2)CCN(C(C)Cc2ccc(O)c(OC)c2)CC1 (configuration not stated),15.0%,9.3%,0.1%,-13.0%[20 µM],-4.6%,-1.4%,-14.0%,/,-4.2%,NS5 inhibitors pilot replicate=2.4
Cc1ccc(-n2ncc3c(=O)n(CC#N)cnc32)cc1,9.7%,0.2%,-0.9%,-7.4%,-1.6%,-0.8%,-1.8%,i,1.6%,
COc1ccc(CCNC(=O)C(C(=O)c2ccccc2)n2ccccc2=O)cc1OC (configuration not stated),5.8%,35.6%,0.9%,15.9%,-6.5%,-0.4%,22.8%,i,16.3%,
Clc1ccc(/C(Cc2nc3ccccc3[nH]2)=N\Nc2ccccc2)cc1,-261.6%,3.9%,0.1%,-3.9%,12.4%,-1.6%,34.4%,i,4.0%,
CC(=O)Nc1ccc(S(=O)(=O)N/N=C/c2ccc(C)s2)cc1,-52.6%,1.2%,-0.9%,/,-7.3%,0.0%,-49.7%,i,-1.8%,
CC(Oc1ccc2c(c1)oc(=O)c1ccccc12)C(=O)NC(Cc1c[nH]c2ccc(O)cc12)C(=O)O (configuration not stated),11.1%,13.7%,6.3%,12.7%[20 µM],-2.9%,-0.7%,-18.8%,/,-3.4%,
O=C1CC(c2ccccc2)CC2=C1C(c1ccccn1)Nc1ccccc1N2 (configuration not stated),2.6%,-6.7%,0.3%,17.0%,2.8%,0.1%,-18.7%,i,1.6%,
Cc1cc(C)nc(SCC(=O)OCC(=O)N(C)c2c(N)n(Cc3ccccc3)c(=O)[nH]c2=O)n1,-0.5%,3.0%,0.2%,-0.6%,-3.9%,0.9%,-25.7%,/,0.9%,
CC1Sc2ccc(S(=O)(=O)N3CCC(C(=O)Nc4cccc(Cl)c4)CC3)cc2NC1=O (configuration not stated),14.4%,5.3%,5.3%,13.0%,-19.0%,1.4%,7.5%,/,2.7%,
CC(=O)c1nn(-c2cccc(Br)c2)cc1C(=O)c1cccc2ccccc12,9.0%,1.5%,0.1%,-26.4%,-10.2%,-0.3%,-2.5%,i,3.9%,
Cc1cc(S(=O)(=O)Nc2ccc(C(=O)N3CCN(C(=O)c4ccco4)CC3)cc2)ccc1F,3.7%,-1.6%,-2.3%,-1.4%,-6.9%,0.1%,-4.0%,i,-1.1%,
